LYP phosphatase: PTPN22 lymphoid phosphatase activity blockers – biochemical, fluorescence intensity, uHTS (AID 1779). 290,000 tested, 0.054% active. one-dose inhibition, % at 11.5 µM; IC50 in µM for titrated hits. recombinant LYP phosphatase, fluorescence intensity; higher % means a stronger effect;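 note: plate controls were vehicle with enzyme for no effect and no enzyme for full effect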
AID2073: disruptors of CaV2.2 binding to Mint1 – biochemical, HTRF (AID 2073); 290,000 tested, 0.19% active; inhibition, % at 20 µM; hits with a dose series show IC50 in µM; HTRF protein-protein interaction, Mint1-CaV2.2; higher % means a stronger effect; in the data active = inhibition mostly above about 51%, no sharp cut-off; inconclusive = no clear call, values can overlap the other calls; inactive = mostly below about 53%; note: some results filed as inactive read as strong as hits
SIAH1 antagonists: blockers of Siah-1 interaction with plectin peptide – biochemical, fluorescence polarization, rhodamine-plectin, uHTS, primary screen (AID 1817); Siah-1 / rhodamine-plectin peptide fluorescence polarization; higher % means a stronger effect; one-dose displacement, % at 20 µM; IC50 in µM for titrated hits; 290,000 tested, 0.02% active;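 active = displacement of at least 50% at 20 µM, with a fluorescence ratio check between 0.3 and a set limit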;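 note: plate controls were Siah plus tracer with DMSO for no effect and tracer alone without Siah for full effect; strong numbers were not always called active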
M17LAP inhibition: P. falciparum M17LAP inhibitors, primary screen, biochemical, fluorogenic H-Leu-NHMec substrate, 1536-well (AID 1619); recombinant M17LAP, H-Leu-NHMec fluorogenic kinetic assay; higher % means a stronger effect; inhibition, % at 30 µM; hits with a dose series show IC50 in µM; 220,000 tested, 0.38% active;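 active = compound inhibiting the enzyme by more than half at any dose during confirmatory dose-response retesting; inconclusive = strong single-dose inhibitors picked by rank but not retested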;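 note: plate controls were full reaction with DMSO carrier for no effect and no enzyme background for full effect; strong numbers were not always called active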
M1AAP inhibition: malaria alanyl aminopeptidase activity blockers – biochemical, fluorogenic H-Leu-NHMec substrate, 1536-well (AID 1445); recombinant M1AAP, H-Leu-NHMec fluorogenic kinetic assay; higher % means a stronger effect; one-dose inhibition, % at 30 µM; IC50 in µM for titrated hits; 220,000 tested, 0.42% active;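 active = primary inhibition above the hit cutoff, then over 50% inhibition at one or more dose response concentrations, cut at about 23% in these data, passing the limit was not always enough; inconclusive = conflicting primary data, or primary hits not chosen for dose response; inactive = low primary inhibition, or under 50% at every dose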;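 note: plate controls were DMSO full reaction for no effect and no enzyme background for full effect; strong numbers were not always called active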
Lipid droplet: modulators of hepatic lipid droplet formation | AML12 mouse hepatocytes, oleate lipid droplets, BODIPY imaging | inhibition, % at 6.5 µM | 240,000 tested, 0.4% active;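 active = lipid droplet intensity inhibited by at least 50%, with more than 500 cells counted; inconclusive = wells with under 300 cells, treated as cytotoxic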
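Assay system: AML12 mouse liver cells | Compound: 6.5 µM single-point dosing | Schedule: Overnight exposure | Technique: Fluorescence imaging, 20x objective, two fields per well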
ER stress rescue: rescue of cells from ER stress-induced death, primary screen, 384-well, CSM14.1, thapsigargin, ATP luminescence (AID 1222) | 190,000 tested, under 10 active | one-dose cellular ATP content (survival), % at 20 µM; EC50 in µM for titrated hits | CSM14.1 thapsigargin-induced death rescue, ATP luminescence; higher % means a stronger effect;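 active = EC50 below 50 µM in the dose-response confirmation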;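 note: death triggered by thapsigargin at about 15 µM added after 2 h compound pretreatment; cell ATP read after overnight thapsigargin exposure of roughly 18 to 22 hours; normalized against plate controls of thapsigargin alone and 5% DMSO vehicle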
NOD2 inhibition: inhibition of NOD2-driven NF-kB reporter – cell-based, luminescence, uHTS, HEK293 (AID 1566) | HEK293 NOD2/NF-kB luciferase reporter, luminescence; higher % means a stronger effect | inhibition, % at 4 µM, or EC50 in µM where a hit was titrated | 290,000 tested, 0.63% active; note: many of its hits are not listed in these tables
XIAP antagonists: small molecules displacing peptide from XIAP – biochemical, IAP family, fluorescence polarization (AID 1018) | XIAP BIR domain, fluorescence polarization peptide displacement; higher % means a stronger effect | displacement, % at 20 µM; hits with a dose series show IC50 in µM | 200,000 tested, 0.007% active; in the data active = displacement above about 50%; note: a part of the inactive calls stands beside numbers as strong as those of hits
Lipid droplet cells 6.5 µM: also measured in Lipid droplet; calls as there; cell count; measured here: cell count, cytotoxicity flag;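 cells counted across two imaged fields per well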
* = called active by the depositor; u = inconclusive; x = not tested or not shown. Cut-off read from the data, not from the text of the source, unless noted: active = inhibition above about 50%; inactive = the rest. Only part of the results is shown; rates above refer to the full screens.

SMILES	LYP phosphatase	AID2073	SIAH1 antagonists	M17LAP inhibition	M1AAP inhibition	Lipid droplet	Lipid droplet cells 6.5 µM	ER stress rescue	NOD2 inhibition	XIAP antagonists
O=C(CCN1C(=O)/C(=C/c2cccs2)SC1=S)N1CCCCC1	3%	-23%	-2%	x	x	0	856	x	-28%	x
CC(=O)c1ccc(NC(=O)CN2C(=O)/C(=C/C(C)=C/c3ccccc3)SC2=S)cc1	8%	19%	-4%	-6%	3%	18	698	-1.4%	-4%	-5.6%
O=S(=O)(NCC(c1cccnc1)N1CCN(c2ccccc2)CC1)c1cc(F)ccc1F (stereo not drawn)	-2%	-2%	7%	3%	0%	0	644	-2.4%	7%	0.1%
O=C(c1cccc(COc2ccc(Cl)cc2Cl)c1)N1CCN(c2ccccn2)CC1	-2%	-3%	-1%	2%	1%	-10	779	1.2%	-112%	-5.0%
COC(=O)c1ccc(C23CC4(C2)[C@H](CN(Cc2cccnc2)[C@@H]4c2ccccc2)C3c2ccccc2)cc1 (stereo partly drawn)	-2%	5%	0%	-13%	-1%	4	700	x	-14%	x
CSc1ncccc1C(=O)N1CCN(C(=O)c2ccccc2)CC1	-11%	8%	1%	x	x	20	824	x	18%	x
O=[N+]([O-])c1ccc2nc(CCCc3nc4ccc([N+](=O)[O-])cc4[nH]3)[nH]c2c1	0%	2%	0%	-18%	11%	14	682	2.1%	6%	-4.2%
COc1nc(OC)nc(N2CCC(C(=O)NCc3cccs3)CC2)n1	-5%	-9%	-3%	14%	11%	-16	703	-0.6%	9%	-4.2%
CCOc1cc(-c2ccc(N)c(OCC)c2)ccc1N	4%	-14%	-4%	5%	3%	-14	675	x	15%	-0.7%
O=C(COC(=O)CCN1C(=O)/C(=C\C=C\c2ccccc2)SC1=S)Nc1cc(F)ccc1F	10%	59%	2%	12%	11%	-1	633	-1.6%	26%	-8.1%
CCCCc1nc(Cl)c(C#N)c2c1CCCC2	-1%	-10%	3%	0%	-2%	-3	636	-0.5%	14%	-2.0%
COc1ccc(CN(CCC#N)CCC2(c3ccccc3)CC(C)N(C)CC2C)cc1OC (stereo not drawn)	-10%	-15%	10%	14%	7%	2	749	x	14%	x
COC(=O)c1c(NC(=O)CN2CCN(C(=O)c3ccco3)CC2)c2c(C)cccc2n1C	-11%	-2%	-4%	27%	12%	7	778	-1.7%	8%	-2.4%
Cc1cc(C)c(-c2cc(NC(=O)COC(=O)c3ccc(CO)cc3)n(-c3ccccc3)n2)cc1C	1%	6%	-5%	25%	2%	1	629	0.3%	9%	-7.0%
Cc1cccc(NC(=O)COC(=O)C2C3CC4OC(=O)C2C4C3)c1C (stereo not drawn)	-13%	2%	-1%	x	x	-15	783	x	-27%	x
Cn1cc(C(=O)N/N=C/C2=C(N3CCOCC3)C(=C\c3ccccc3)/CC2)ccc1=O	6%	5%	-1%	29%	5%	-1	628	-0.9%	4%	-1.2%
CCOC(=O)N1C(=O)c2cc(OC)ccc2S1(=O)=O	-10%	-1%	-1%	-2%	-4%	x	x	-0.7%	18%	-4.4%
CS(=O)(=O)c1ccc(Oc2ccc(-c3nnco3)cc2)c([N+](=O)[O-])c1	-10%	-1%	-4%	x	x	-18	786	x	17%	x
O=C(CSc1nnc2n1CCCCC2)Nc1ccc(N2CCOCC2)cc1	-5%	26%	6%	6%	3%	7	700	x	20%	x
CC(C)(C)C(=O)COC(=O)c1c2c(nc3ccccc13)CCC2	3%	20%	10%	-5%	5%	14	728	-0.4%	8%	-1.7%
O=C(CSc1nc2ccccc2c(=O)[nH]1)Nc1cccc([N+](=O)[O-])c1	-9%	8%	5%	x	x	-11	767	x	19%	x
C=C(C)Cn1c(N2CCCC2)nc2c1c(=O)[nH]c(=O)n2C	0%	u	4%	4%	5%	-2	632	-0.6%	9%	-3.7%
O=C(CN1C(=O)/C(=C/c2cccc(Cl)c2)SC1=S)NC1C=CS(=O)(=O)C1 (stereo not drawn)	-11%	-1%	-1%	x	x	-20	667	x	10%	x
Cc1ccc(NC(=S)N2CCN(S(=O)(=O)c3ccc(F)cc3)CC2)cc1	-7%	-44%	-4%	x	x	5	867	x	-2%	x
O=C(COc1ccc2c3c(c(=O)oc2c1)CCCC3)N1CCN(c2ccccc2)CC1	-8%	14%	-3%	x	x	7	744	x	30%	x

Reformatted with values under each structure: entries from further up
Order of values – LYP phosphatase, AID2073, SIAH1 antagonists, M17LAP inhibition, M1AAP inhibition, Lipid droplet, Lipid droplet cells 6.5 µM, ER stress rescue, NOD2 inhibition, XIAP antagonists
> CCOC(=O)N1C(=O)c2cc(OC)ccc2S1(=O)=O
 : -10%, -1%, -1%, -2%, -4%, x, x, -0.7%, 18%, -4.4%
> CS(=O)(=O)c1ccc(Oc2ccc(-c3nnco3)cc2)c([N+](=O)[O-])c1
 : -10%, -1%, -4%, x, x, -18, 786, x, 17%, x
> O=C(CSc1nnc2n1CCCCC2)Nc1ccc(N2CCOCC2)cc1
 : -5%, 26%, 6%, 6%, 3%, 7, 700, x, 20%, x
> CC(C)(C)C(=O)COC(=O)c1c2c(nc3ccccc13)CCC2
 : 3%, 20%, 10%, -5%, 5%, 14, 728, -0.4%, 8%, -1.7%
> O=C(CSc1nc2ccccc2c(=O)[nH]1)Nc1cccc([N+](=O)[O-])c1
 : -9%, 8%, 5%, x, x, -11, 767, x, 19%, x
> C=C(C)Cn1c(N2CCCC2)nc2c1c(=O)[nH]c(=O)n2C
 : 0%, u, 4%, 4%, 5%, -2, 632, -0.6%, 9%, -3.7%

Results in M17LAP inhibition and SIAH1 antagonists, for some of the entries so far:
Compound | M17LAP inhibition | SIAH1 antagonists
O=C(COC(=O)CCN1C(=O)/C(=C\C=C\c2ccccc2)SC1=S)Nc1cc(F)ccc1F | 12% | 2%
COC(=O)c1ccc(C23CC4(C2)[C@H](CN(Cc2cccnc2)[C@@H]4c2ccccc2)C3c2ccccc2)cc1 (stereo partly drawn) | -13% | 0%

(list continues)
SMILES	LYP phosphatase	AID2073	SIAH1 antagonists	M17LAP inhibition	M1AAP inhibition	Lipid droplet	Lipid droplet cells 6.5 µM	ER stress rescue	NOD2 inhibition	XIAP antagonists
Cc1ccccc1C(=O)NCCCNC(=O)c1ccccn1	-9%	34%	0%	x	x	-10	850	x	-10%	x
Cc1cccc(S(=O)(=O)N2CCN(Cc3ccc4c(c3)OCO4)CC2)c1	-10%	-6%	4%	x	x	-18	765	x	-3%	x
CCCS(=O)(=O)c1nc(S(=O)(=O)c2ccc(C)cc2)c(N2CCc3ccccc3C2)s1	3%	-4%	-1%	-8%	4%	-29	673	2.4%	15%	-0.2%
COc1cc(/C=C(\NC(=O)c2ccccc2)C(=O)NCCO)c([N+](=O)[O-])cc1OC	0%	5%	-6%	10%	2%	0	713	-2.6%	6%	-4.3%
NC(=O)c1ccccc1NC(=O)/C=C/c1cccc(Cl)c1	4%	1%	2%	4%	3%	x	x	-2.7%	-55%	-3.2%
COc1ccc(C(=O)Nc2ccc(N3CCN(C(C)=O)CC3)cc2)cc1[N+](=O)[O-]	0%	0%	2%	5%	14%	-5	690	0.4%	0%	-0.9%
Cc1cc(C2C(=O)C(C(=O)c3ccc(Cl)cc3)C(=O)CC2(C)C)on1 (stereo not drawn)	2%	-4%	5%	20%	2%	17	777	-0.6%	2%	-2.8%
COC(=O)CN1C(=O)N/C(=C/c2cc3c(cc2OC)OCO3)C1=O	6%	10%	0%	38%	-12%	-20	684	x	7%	-3.9%
CCc1c(C)sc(NC(=O)c2cc(C3CC3)on2)c1C#N	0%	-3%	2%	4%	10%	x	x	-1.3%	4%	-2.5%
O=C(O)c1cccnc1SC1CC(=O)N(c2ccccc2)C1=O (stereo not drawn)	-14%	2%	5%	-5%	0%	-10	740	x	6%	x
CN(C)C(/C=C/Nc1ccc(F)cc1F)=C(C#N)C#N	2%	4%	5%	-8%	9%	3	675	-1.7%	6%	-3.7%
Cn1ccnc1C(=O)c1cccc([N+](=O)[O-])c1	1%	6%	-3%	4%	16%	-2	634	-1.8%	-3%	-2.0%
CC(Oc1ccc(Cl)cc1Cl)c1nc(-c2ccc(NC(=O)c3ccncc3)cc2)no1 (stereo not drawn)	4%	46%	-3%	4%	7%	-2	715	-1.1%	46%	-7.3%
CC(C)Cc1cc(CNC(=O)C2CCC(=O)N(Cc3cccc(C(F)(F)F)c3)C2)on1 (stereo not drawn)	-2%	19%	0%	x	x	-19	655	x	-2%	x
O=C(COc1ccccc1)Nc1ccc2c(c1)nc1n2CCSC1	-4%	-5%	-1%	7%	10%	x	x	-0.7%	-24%	-1.6%
CCOC(=O)c1ccc(Nc2c(CC)c(C)nc3ncnn23)cc1	0%	2%	1%	20%	11%	-20	752	-1.6%	19%	-4.4%
CCc1nn(CC(=O)NCCCN(CC)Cc2ccccc2)c(=O)c2cc3sccc3n12	-10%	-2%	0%	9%	2%	-30	757	-1.2%	-2%	-1.3%
O=C(NC1=C(NC2CCS(=O)(=O)C2)C(=O)c2ccccc2C1=O)c1ccccc1 (stereo not drawn)	-6%	21%	0%	14%	15%	0	633	0.0%	73%*	2.8%
C[C@@H]1CN(C(=O)c2nc3ccc(Cl)cn3c2CN[C@H]2CCCCNC2=O)C[C@H](C)O1	-5%	-11%	-5%	9%	5%	-8	662	-0.9%	-2%	-3.1%
Cc1nnc(SCC(=O)Nc2ccc(-c3nc4ccccc4s3)cc2)s1	-5%	38%	6%	-16%	10%	-1	683	-4.7%	-49%	-2.9%
O=C(O)C1C2C=CC(C2)C1C(=O)NCc1cccs1 (stereo not drawn)	-10%	28%	30%	-9%	-2%	-8	672	-0.6%	3%	-6.8%
COc1ccc2nc(NC(=S)NC(=O)c3ccco3)sc2c1	-4%	33%	-6%	6%	-2%	12	743	-2.0%	-67%	-6.1%
CCOc1ccc(NC(=O)c2ccc(-n3cccn3)nc2)cc1	-4%	26%	5%	-3%	5%	-3	598	1.2%	-7%	-4.0%
CCOC(=O)c1ccc2nc(Nc3nc4ccc(F)cc4s3)sc2c1	-4%	9%	-6%	-21%	5%	-5	685	0.7%	x	-15%
Cc1csc2nc(CSc3ccc(Cl)cc3)cn12	6%	-12%	9%	1%	-9%	-7	662	0.2%	-121%	-15%
